# AmpC det inh = inhibitors of E. coli AmpC beta-lactamase with detergent | P00811 | Potency, µM (top dose mostly 28.7 µM), inactives show top-dose activity change, negative = inhibition | 71,000 compounds, 0.09% hits | purified AmpC, nitrocefin hydrolysis with detergent | AID 584; active = well fitted curve in the direction sought with a large enough effect
# Target sequence (P00811 whole entry, looked up): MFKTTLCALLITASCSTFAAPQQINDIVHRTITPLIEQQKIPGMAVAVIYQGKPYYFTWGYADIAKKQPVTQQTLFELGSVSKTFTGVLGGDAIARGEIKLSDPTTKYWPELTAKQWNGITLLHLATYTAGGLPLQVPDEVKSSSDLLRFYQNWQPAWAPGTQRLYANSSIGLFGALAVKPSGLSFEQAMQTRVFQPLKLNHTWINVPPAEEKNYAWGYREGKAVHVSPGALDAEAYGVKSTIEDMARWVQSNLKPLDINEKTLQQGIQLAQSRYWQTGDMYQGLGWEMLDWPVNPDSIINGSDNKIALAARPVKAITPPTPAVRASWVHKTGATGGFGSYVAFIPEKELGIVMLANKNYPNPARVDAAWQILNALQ
#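 E. coli AmpC (5.3 nM) in 20 mM phosphate pH 7.0 with 0.01% Triton X-100, preincubated 15 min RT with compound; nitrocefin (2 uL of 800 uM stock) hydrolysis followed by 480 nm absorbance every 20 s over 4 min.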
# Active calls of the source: *; [ ] = another dose, or the depositor's remark. % is scaled to controls: 0 for no effect and ±100 for the full control effect; potency is read from the fitted curve at half-maximal effect. This is a subset; the hit share may differ from the screen's.
SMILES,AmpC det inh
CCn1c(SCC(=O)c2ccccc2)nnc1-c1cnccn1,11.2%
Cc1nnc(NC(=O)CN2C(=O)c3ccccc3S2(=O)=O)s1,-5.4%
CC[C@H](CN(C)C)C(=O)c1ccco1,-1.5%[5.75 µM]
COCCCNC(=O)CN(c1cccc(Cl)c1C)S(C)(=O)=O,0.3%
CCOC(=O)c1c(C)c(C(=O)Nc2ccccc2)c(C)n1CC,1.7%
COC(=O)c1c(N)n(Cc2ccc(OC)cc2)c2nc3ccccc3nc12,-3.0%
Cc1ccc(Nc2nc(N)nc(CN3CCN(c4ccccc4)CC3)n2)cc1Cl,-2.2%
O=C1CC(C(=O)N(CC2CCCO2)C(C(=O)NC2CCCCC2)c2ccncc2)CS1 (stereo not drawn),2.5%
O=S(=O)(NCc1ccncc1)c1ccc(S(=O)(=O)NCC2CCCO2)cc1 (stereo not drawn),13.5%
O=C(NC1CCCCC1)C(c1ccncc1)N(CC1CCCO1)C(=O)C(F)(F)F (stereo not drawn),-1.0%
CC(=O)c1ccccc1OCC(O)CN1CCN(C(c2ccccc2)c2ccccc2)CC1 (stereo not drawn),-3.2%
Cn1cccc1C(=O)N1CCC2(CCCN(C(=O)Nc3cccc(C#N)c3)C2)CC1,-1.1%
O=S(=O)(c1ccc2nc(COc3ccccc3)[nH]c2c1)N1CCOCC1,-0.6%
Cc1ccccc1CN1CCN(CC(=O)NCc2ccc3c(c2)OCO3)C1=O,-1.8%
CCC(C)(C)n1nnnc1C(c1cc2cc3c(cc2[nH]c1=O)OCO3)N1CCN(C)CC1 (stereo not drawn),1.9%
O=C(Cn1ncc2c3ccccc3n(Cc3cccc(Cl)c3)c2c1=O)N1CCC2(CC1)OCCO2,13.1%
O=C(NCc1ccco1)C12CC3CC(C1)CC(C(=O)NCc1ccco1)(C3)C2,0.3%
CCOC(=O)CNC(=O)CN1CCCN(S(=O)(=O)c2ccc(Br)s2)CC1,11.2%
COc1cccc(-c2cc(C(=O)Nc3c(C)nn(Cc4ccccc4)c3C)no2)c1,-2.3%
C[C@@H]1O[C@@H](O)[C@@H](O)[C@H](O)[C@H]1O,-2.7%[5.75 µM]
CCn1c(=O)c(=O)[nH]c2cc(C(=O)Nc3ccc(S(=O)(=O)N4CCCC4)cc3)ccc21,-5.8%
c1cncc(C2Nc3ccccc3-c3nc4ccccc4n32)c1 (stereo not drawn),-3.1%
COC(=O)[C@@H]1C[C@H]1[C@@H](NS(=O)(=O)c1ccccc1)c1ccccc1,0.9%
CCOC(=O)c1cc(-c2ccc(C)cc2)n(CC(=O)NCc2ccco2)c1C,7.4%
COc1ccc(CCNC(=O)CN2CCCc3ccccc32)cc1OC,3.0%
CC1CN(C(=O)Cc2ccc(-c3ccccc3)cc2)CC(C)O1 (stereo not drawn),-1.1%
Cc1ccccc1Cn1nc(C)c(NC(=O)c2noc3c2CC(C(C)(C)C)CC3)c1C (stereo not drawn),-4.8%
CCn1c(Cc2ccc(OC)cc2)nnc1SCC(=O)Nc1nc2ccccc2s1,-2.4%
COc1ccc(NCc2nnc(SCC(=O)Nc3cccc(C)c3)o2)cc1,-1.1%
c1ccc2c(CCNC3=NCCC3)c[nH]c2c1,2.6%
Cc1ccc(-c2nc(=S)c3c(n2CCN2CCOCC2)CC(C)(C)OC3)cc1,2.8%
O=C(C1=C(O)C(=O)N(CCN2CCOCC2)C1c1ccccc1)c1cccs1 (stereo not drawn),-1.7%
Fc1cccc(C2CC(c3cccc(Br)c3)Nc3nnnn32)c1 (stereo not drawn),-6.6%
CCOC(=O)NC1(C(F)(F)F)N=C(c2ccccc2)NC1=O (stereo not drawn),-3.2%
CC(C)CCNC(=O)CN(Cc1ccc2c(c1)OCO2)C(=O)CCC(=O)Nc1ccccn1,18.6%
NNC(=O)CNc1cccc(Br)c1,-5.4%[5.75 µM]
Cc1ccccc1NC(=O)Cn1c(=O)n(C)c2ccccc21,0.1%
Cc1c2c(nc3c(C(=O)NC4CC4)cnn13)CCCC2,-1.8%
O=C(Cn1cc(C(=O)c2ccccc2F)c2ccccc21)NCc1ccco1,-5.0%
CCOC(=O)C1CCN(C(=O)CSCCSCC(=O)N2CCC(C(=O)OCC)CC2)CC1,1.1%
Cc1ccc(S(=O)(=O)Nc2cccc(-c3cn4ccsc4n3)c2)cc1,-1.0%
Cc1cc(OCCN2CCCC2)ccc1C(C)C,5.3%
COc1cc2nc(N3CCN(C(=O)c4ccco4)CC3)nc(N)c2cc1OC,0.7%
COC(=O)[C@@]1(Cc2ccc(F)cc2)[C@H]2c3cc(C(=O)N(C)C)n(Cc4c(CO)[nH]cc(C)c4=O)c3C[C@H]2CN1C(=O)c1ccccc1,2.0%
O=C(NC1CCCC1)C1c2ccccc2C(=O)N1CCCN1CCOCC1 (stereo not drawn),2.8%
Cc1cc(=O)n2nc(-c3ccccc3)sc2n1,-2.1%
CC(=O)N1CCC2(CCN(Cc3ccc(C#N)cc3)CC2)CC1,0.0%
CCc1cc(=O)oc2cc(OCC(=O)N3CCc4ccccc43)ccc12,-3.9%
CCCCc1cc(=O)oc2cc(OCC(=O)N(CC)CC)c(Cl)cc12,12.1%
CCOc1ccc(OCC)c(NC(=O)CNS(=O)(=O)c2cccs2)c1,-2.5%
CCOCCCNCC(=O)NC1(C)C2CCC(C2)C1(C)C (stereo not drawn),11.0%
CC(C)(C)c1ccc(O)c(CN(Cc2cc(C(C)(C)C)ccc2O)c2ccccc2)c1,0.1%[5.75 µM]
c1cncc([C@H]2CCCCN2)c1,0.6%
Cc1nc2ccc3nc(NC(=O)C4COc5ccccc5O4)sc3c2s1 (stereo not drawn),11.4%
CCn1c(=O)c2c(n3cnnc13)-c1ccccc1CC21CCCCC1,0.6%
O=C(Nc1cc(C(F)(F)F)ccc1N1CCOCC1)c1ccc2ccccc2n1,-2.9%
CCOc1ccccc1C(=O)Nc1ccc2nc(N3CCN(c4ncccn4)CC3)cc(C)c2c1,-3.2%
CCn1c(SCC(=O)c2ccc(Cl)cc2)nnc1C(C)C,10.4%
CCCCn1c(CN2CCN(c3ccccc3)CC2)nc2c1c(=O)n(C)c(=O)n2C,6.7%
CCn1c(SCC(=O)Nc2ccc3c(c2)c2ccccc2n3CC)nnc1-c1cnccn1,-1.1%

# Reformatted with each value named: part of the list above.
SMILES: c1cncc([C@H]2CCCCN2)c1
- AmpC det inh = 0.6%

SMILES: Cc1nc2ccc3nc(NC(=O)C4COc5ccccc5O4)sc3c2s1 (stereo not drawn)
- AmpC det inh = 11.4%

# Remaining list, next part:
SMILES,AmpC det inh
N[C@@H](CCCCO)C(=O)O,-2.1%[5.75 µM]
Cc1ccc(N(C(=O)C2CCCO2)C2C=CS(=O)(=O)C2)cc1Cl (stereo not drawn),-5.1%
CCCN1CC23C=CC(O2)C(C(=O)O)C3C1=O (stereo not drawn),12.5%
CCOC(=O)c1cncn1C(C)c1ccccc1 (stereo not drawn),9.1%
Oc1ccccc1C(Sc1nc2ccccc2s1)Sc1nc2ccccc2s1,-7.7%[5.75 µM]
COCCN1C(=O)N(c2cccc(C)c2)C(=O)C1CC(=O)Nc1ccc(F)cc1 (stereo not drawn),2.7%
CCOC(=O)C1=C(N)OC(C)=C(C(=O)OCCOC)C12C(=O)Nc1ccccc12 (stereo not drawn),8.4%
Nc1c(C(=O)NCc2ccco2)sc2nc3c(cc12)C(=O)CCC3,-8.5%
COc1ccccc1CCn1c(=O)c(CCc2ccccc2)nc2cncnc21,-3.3%
O=C(CCn1c(=O)sc2ccccc21)NCc1cccs1,-11.1%
COc1ccc(-c2cc(-n3c(C(F)(F)F)nc4ccccc43)n(CCC#N)n2)cc1,1.7%
O=C(Cc1coc2cc3c(cc12)CCC3)OCc1cc(=O)n2c(n1)sc1ccccc12,-0.5%
CCc1c(C)nc(SC)n(CC#N)c1=O,-1.4%
CCCc1cc(=O)[nH]c(SCc2ccc(C#N)cc2)n1,-3.5%
CN(C)C(=O)c1ccc(-c2cncnc2NC2CCNCC2)cc1,6.4%
COCCn1c(SCC(=O)N2CCCc3ccccc32)nnc1-c1ccco1,-2.9%
CCCCn1c(SCC(=O)N2CCOCC2)nnc1-c1cccs1,7.7%
Cc1c(C#N)c2ccccc2n1CC(=O)N1CCc2ccccc2C1,12.2%
Cc1ccc2cc(C#N)c(NCCNC(=O)C3CCC3)nc2c1C,0.5%
Cc1ccccc1-c1cc(N2CCNCC2)ncn1,9.2%
Cc1ccc(NC(=O)OCC(F)(F)C(F)F)cc1NC(=O)OCC(F)(F)C(F)F,-3.0%
Clc1ccccc1N1CCN(c2ncnc3nc[nH]c23)CC1,12.5%
CC(C)(CN1CCCCC1)NS(=O)(=O)c1ccc(Cl)cc1,0.0%
CCOC(=O)Cn1c(=NC(=O)CSC(C)=O)sc2ccccc21,9.3%

# Next section; the last 3 above are carried over.
SMILES,AmpC det inh
Clc1ccccc1N1CCN(c2ncnc3nc[nH]c23)CC1,12.5%
CC(C)(CN1CCCCC1)NS(=O)(=O)c1ccc(Cl)cc1,0.0%
CCOC(=O)Cn1c(=NC(=O)CSC(C)=O)sc2ccccc21,9.3%
O=C(CN(C(=O)CNS(=O)(=O)c1ccccc1)c1ccc2c(c1)OCCO2)NC1CCCCC1,-1.7%
Cc1ccc2[nH]c3c(c2c1)CN(C(=O)CN1CCN(c2ccccc2)CC1)CC3,1.1%
O=C(O)CC12CSc3[nH]c(=O)sc3C1c1ccccc1OC2=O (stereo not drawn),9.4%
CC1(C)CC(=O)C=C(NCC2CCCO2)C1 (stereo not drawn),11.2%
Cc1ccc(Cn2nnc3c(=O)[nH]c(C4CCN(S(=O)(=O)c5ccccc5)CC4)nc32)cc1,15.1%
CN1CCN(c2nc(-c3ccc4c(c3)OCO4)nc3ccccc23)CC1,9.5%
O=C(O)CCn1c(C(=O)O)cc2sccc21,1.2%
Cc1ccc(NC(=O)C2C3CC4OC(=O)C2C4C3)cc1Cl (stereo not drawn),-1.5%
Cc1csc2nc(=O)c3ccccc3n12,-3.1%
COc1ccc(-n2c(=O)c(-c3ccc(F)c(F)c3)nc3cncnc32)cc1,-1.4%
O=C(C1CCN(S(=O)(=O)c2ccc(-n3cnnn3)cc2)CC1)N1CCN(c2ccccc2)CC1,-1.4%
C=CCn1c(N2CCCC2)nc2c1c(=O)[nH]c(=O)n2C,-2.6%

# Fetched by structure from the entries so far (2):
SMILES,AmpC det inh
C=CCn1c(N2CCCC2)nc2c1c(=O)[nH]c(=O)n2C,-2.6%
O=C(CN(C(=O)CNS(=O)(=O)c1ccccc1)c1ccc2c(c1)OCCO2)NC1CCCCC1,-1.7%

# Part of the list above in order of molar mass, low to high.
SMILES,AmpC det inh
CC1(C)CC(=O)C=C(NCC2CCCO2)C1 (stereo not drawn),11.2%
Cc1ccc2[nH]c3c(c2c1)CN(C(=O)CN1CCN(c2ccccc2)CC1)CC3,1.1%
Cc1ccccc1Cn1nc(C)c(NC(=O)c2noc3c2CC(C(C)(C)C)CC3)c1C (stereo not drawn),-4.8%
CC(=O)c1ccccc1OCC(O)CN1CCN(C(c2ccccc2)c2ccccc2)CC1 (stereo not drawn),-3.2%
O=C(C1CCN(S(=O)(=O)c2ccc(-n3cnnn3)cc2)CC1)N1CCN(c2ccccc2)CC1,-1.4%
O=C(CN(C(=O)CNS(=O)(=O)c1ccccc1)c1ccc2c(c1)OCCO2)NC1CCCCC1,-1.7%

# New compounds follow:
SMILES,AmpC det inh
Cc1cccnc1NC(=O)c1ccc2nc(N)sc2c1,12.8%
CC1CN=C(c2cccn2Cc2ccc(F)cc2Cl)O1 (stereo not drawn),-4.1%
CCOC(=O)CN(C(=O)CSc1nnc(COc2ccc(OC)cc2)n1C)c1ccccc1,5.2%
COc1ccc(N2C(=O)C3CCCN3C2c2cccs2)cc1 (stereo not drawn),12.2%
CCCn1c(C)nc2c(N(CCN(CC)CC)CCN(CC)CC)nc(C)nc21,18.4%
CN(C)[C@H]1C(=O)C(C(=O)NCN2CCCC2)=C(O)[C@]2(O)C(=O)C3=C(O)c4c(O)cccc4[C@](C)(O)[C@H]3C[C@H]12,-5.6%[5.75 µM]
O=C(CNS(=O)(=O)c1ccc(C(=O)N2CCCCC2)cc1)N1CCCCC1,-0.4%
CCN(CC)S(=O)(=O)c1ccc2nnn(OCC(=O)Nc3cccc(C#N)c3)c2c1,0.7%
CCOC(=O)CSc1nnc(CNC(=O)c2ccc(OC)cc2)n1-c1ccc(OC)cc1,1.5%
CC(C)CCN(C)C1CCN(S(=O)(=O)c2cccc(C(F)(F)F)c2)CC1,-1.9%
CCc1ccc(NC(=O)Cn2c(=O)oc3cc(S(=O)(=O)N4CCOCC4)ccc32)cc1,8.6%
CCc1nc2ccccc2n(CC)c1=O,-2.3%
COC(=O)[C@@]1(Cc2ccc(F)cc2)[C@H]2c3cc(C(=O)N4CCCC4)n(Cc4ccccn4)c3C[C@H]2CN1C(=O)c1ccccc1,0.1%
COC(=O)CS,10.6%
COc1ccc(C(O)c2coc3ccc(O)c(CN(C)C)c23)cc1 (stereo not drawn),-1.8%
COc1ccccc1-c1c(C)nn2c(N3CCCCCC3)cc(C)nc12,7.9%
CC(=O)Nc1ccc(S(=O)(=O)Nc2ccc(S(=O)(=O)N3CCCCCC3)cc2)cc1,-1.9%
C=CCn1c(O)c(C(C)=Nc2ccc(N(CC)CC)cc2)c(=O)[nH]c1=O,-2.0%
COc1ccc(NC(=O)c2ccc(COc3ccccc3Br)o2)cc1OC,-0.6%
C=CCn1c(SCc2nc3ccccc3c(=O)[nH]2)nnc1-c1cc2cc(Cl)ccc2o1,-3.5%
O=c1c2ccccc2[se]n1-c1ccccc1,1.2%[12.8 µM]
COC(=O)N1CCC2(CC1)CN(C(=O)Nc1cccc(F)c1)C2,1.2%
COc1ccc(-c2nc(CS(=O)CC(=O)NCc3ccc4c(c3)OCO4)c(C)o2)cc1 (stereo not drawn),14.0%
Cc1ccc(-c2cc(C(F)(F)F)nn2-c2ccc(S(N)(=O)=O)cc2)cc1,4.1%
COc1ccc(-n2c(Cc3cccn3C)nnc2SCC(=O)Nc2ccc(F)cc2)cc1,7.8%
Cc1oc2cc(OC(C)C(=O)O)ccc2c(=O)c1Oc1ccccc1 (stereo not drawn),-7.8%
C=CCn1c(SCC(=O)Nc2cc(NC(C)=O)ccc2OC)nnc1-c1cccnc1,-1.8%
CCOC(=O)N1CCN(C(=O)C2CCN(c3ncnc4c3sc3cccc(F)c34)CC2)CC1,9.3%

# Screening data as filed in PubChem BioAssay.
